TRPC4 PAM: positive allosteric modulators of TRPC4, primary screen, cell-based, mouse TRPC4beta, HEK293 mu-opioid, Fluo-4 calcium. Short transient receptor potential channel 4 (Mus musculus), Q9QUQ5. DAMGO EC20, Fluo-4 Ca2+ flux; active compounds read high. B-score at 10 µM. 310,000 tested, 0.42% active. AID 2227, 2009;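 active = B-score of calcium response area above 5 SD of library B-scores, with initial fluorescence ratio within 5 SD of library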;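 also: B-score of integrated fluorescence ratio over time as area under calcium response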
Target sequence (Q9QUQ5 whole entry, looked up): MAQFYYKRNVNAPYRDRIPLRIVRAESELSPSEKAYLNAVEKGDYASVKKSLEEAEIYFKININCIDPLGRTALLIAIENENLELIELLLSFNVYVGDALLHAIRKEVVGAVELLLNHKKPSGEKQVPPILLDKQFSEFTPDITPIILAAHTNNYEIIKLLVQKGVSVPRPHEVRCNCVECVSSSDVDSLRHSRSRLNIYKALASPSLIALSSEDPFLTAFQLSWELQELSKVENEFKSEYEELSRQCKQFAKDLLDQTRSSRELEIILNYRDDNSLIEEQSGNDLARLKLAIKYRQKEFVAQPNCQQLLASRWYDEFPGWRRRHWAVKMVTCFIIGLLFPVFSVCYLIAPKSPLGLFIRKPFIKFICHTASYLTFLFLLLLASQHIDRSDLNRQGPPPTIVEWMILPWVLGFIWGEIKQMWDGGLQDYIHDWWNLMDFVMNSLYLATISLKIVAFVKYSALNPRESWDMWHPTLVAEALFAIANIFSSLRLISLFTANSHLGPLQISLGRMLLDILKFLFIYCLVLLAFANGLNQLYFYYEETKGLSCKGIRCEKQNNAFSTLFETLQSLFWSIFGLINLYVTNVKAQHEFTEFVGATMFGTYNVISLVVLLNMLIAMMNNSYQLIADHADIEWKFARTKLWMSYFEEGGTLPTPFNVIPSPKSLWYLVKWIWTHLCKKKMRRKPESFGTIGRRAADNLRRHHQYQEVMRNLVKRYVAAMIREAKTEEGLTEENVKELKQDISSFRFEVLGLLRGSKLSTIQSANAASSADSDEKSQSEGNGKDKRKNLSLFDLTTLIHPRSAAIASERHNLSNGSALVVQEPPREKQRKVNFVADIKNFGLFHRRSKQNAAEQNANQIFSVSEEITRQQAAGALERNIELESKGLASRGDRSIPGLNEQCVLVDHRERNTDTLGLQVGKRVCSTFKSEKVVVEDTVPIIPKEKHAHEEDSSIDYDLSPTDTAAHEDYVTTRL
MrgX1 ag: agonists of human MrgX1 receptor, primary screen, HEK293 cells, Fluo-4 calcium flux; Mas-related G-protein coupled receptor member X1 (Homo sapiens), Q96LB2; Fluo-4 calcium fluorescence, agonist mode; active compounds read high; B-score at 10 µM; 310,000 tested, 0.44% active; AID 588627, 2011;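 active = calcium response B-score plate-corrected fluorescence ratio at least 3 library SD, with starting fluorescence B-score inside 5 SD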
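Material: MrgX1-expressing HEK293 cells; input: 15,000 cells per well; doses: test compound given as first of three sequential additions; schedule: overnight plating before 1 h dye loading; technique: Fluo-4 NW calcium-flux fluorescence, kinetic read; evaluation: baseline-normalised fluorescence change ratio, B-scored; control set: plate-wise positive and negative controls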
MrgX1 antagonist: antagonists of human MrgX1 receptor, primary screen, HEK293 cells, Fluo-4 calcium flux; 310,000 tested, 1.3% active; Mas-related G-protein coupled receptor member X1 (Homo sapiens), Q96LB2; AID 588676, 2011; BAM8-22 antagonism; active compounds read low; B-score at 10 µM;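 active = calcium-response B-score plate-corrected more than 3 library SD below zero, starting fluorescence within 5 deviations, no agonist response on first addition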;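 also: peak minus trough fluorescence over baseline after final BAM8-22 challenge near maximal dose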
TRPC4 block: inhibitors of mouse TRPC4 channel, primary screen, Fluo4 calcium, HEK293 TRPC4beta/mu-opioid cells. DAMGO-evoked Fluo4 calcium flux; active compounds read low. B-score at 10 µM. 300,000 tested, 0.39% active;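 active = B-score over 3 SD under the library average, no early fluorescence shift, positive overall ratio signal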
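Material: HEK293 cells with stable TRPC4beta plus mu-opioid receptor expression; probe or stimulus: DAMGO in two steps, submaximal then maximal; technique: Fluo4 calcium fluorescence by kinetic imaging, 5 s 1 Hz baseline; measure: integrated fluorescence ratio relative to baseline, converted to per-well B score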
HIF act: HIF pathway transcriptional activators, primary screen, cell-based, U2OS HRE-luciferase, luminescence; U2OS HRE-luciferase reporter; normalized: DMSO 0%, desferrioxamine 100%; activation, % at 7.5 µM (by protocol); 300,000 tested, 0.32% active;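 active = mean activation of at least 10% of the iron chelator positive control signal, with at least half of replicates also reaching 10%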
TRPC6 inhibitor: mouse TRPC6 channel inhibitors, primary screen, cell-based, HEK293, membrane potential dye; AID 2553, 2010; 310,000 tested, 1.1% active; B-score at 10 µM; ACh-evoked depolarization; active compounds read low; Short transient receptor potential channel 6 (Mus musculus), Q61143;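 active = B-score under library mean minus 3 SD, initial fluorescence not abnormally high, positive integrated signal ratio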;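 also: B-score derived from integrated fluorescence ratio over the kinetic read; more negative B-score means stronger inhibition of depolarization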
TRPC6 activator: mouse TRPC6 channel activators, primary screen, cell-based, HEK293, membrane potential dye | Short transient receptor potential channel 6 (Mus musculus), Q61143 | HEK293-TRPC6 membrane potential dye fluorescence; active compounds read high | B-score at 10 µM | 310,000 tested, 0.13% active;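 active = B-score of the integrated fluorescence ratio above library mean plus 3 SD, and starting fluorescence ratio within library mean plus 5 SD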;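 also: higher score means more depolarization so channel activation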
PolyA inhibitor: polyadenylation inhibitors in yeast reporter cells, primary screen, luminescence, S. cerevisiae; AID 1875, 2009; 300,000 tested, 0.02% active; calls only at 12 µM; S. cerevisiae SKY197-pL101 polyadenylation reporter, beta-gal luminescence; efflux-impaired pdr1/pdr3 knockout yeast; score 100 = 6 SD above DMSO;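 active = lowest replicate activity score at least 50, where 100 means six control SD above control mean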;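 also: yeast exposed to compound for 9 h at 30 °C; higher score means more reporter readthrough which indicates perturbed polyadenylation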
TRPC4 agonist: activators of mouse TRPC4 channel, primary screen, Fluo4 calcium, HEK293 TRPC4beta/mu-opioid cells | Short transient receptor potential channel 4 (Mus musculus), Q9QUQ5 | AID 2237, 2010 | 310,000 tested, 0.49% active | Fluo4 calcium fluorescence; active compounds read high | B-score at 10 µM;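 active = B-score above 5 SD of library B-scores, and initial fluorescence ratio not above library mean plus 5 SD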;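 also: positive B-score marks a calcium rise read as TRPC4 activation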
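Assay system: HEK293 stable line with TRPC4beta plus mu-opioid receptor. Times: dye 45 min RT, read 110 s. Measured by: kinetic Fluo4 calcium fluorescence. Measure: B score of integrated ratio. Controls: assay buffer as low control, maximal DAMGO as high control.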
AI-2 QS mod: Vibrio harveyi AI-2 quorum sensing modulators, primary screen, JMH597 strain, luminescence/OD600 ratio; Vibrio harveyi JMH597 AI-2 luminescence/OD600 ratio, 9 h; active compounds read low; strain lacks LuxN and CqsS sensors; 0 = neutral-control median; activity change, % at 7.5 µM; 300,000 tested, 0.4% active; AID 2094, 2009; in the data active = activity change below about -75%, passing the limit was not always enough;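 also: luminescence divided by OD600 gain over 9 h not by final OD600 alone; inactives centre near 13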
MrgX1 PAM: positive allosteric modulators of MrgX1, primary screen, HEK293 cells, Fluo-4 calcium flux. FDSS; active compounds read high. B-score at 10 µM. 310,000 tested, 0.63% active;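 active = plate-corrected calcium response at least 3 library SD above typical, normal starting fluorescence, not activating the receptor alone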;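 also: compound read alongside a low EC10 to EC30 dose of BAM8-22 agonist; peak minus trough fluorescence over baseline measured at the second addition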
An asterisk follows results filed as active; i = inactive; / = not tested or not shown.

SMILES	TRPC4 PAM	MrgX1 ag	MrgX1 antagonist	TRPC4 block	HIF act	TRPC6 inhibitor	TRPC6 activator	PolyA inhibitor	TRPC4 agonist	AI-2 QS mod	MrgX1 PAM
COc1ccc(N(CC(=O)NCCSCc2c(F)cccc2Cl)S(C)(=O)=O)cc1OC	i	i	i	i	0.1	i	i	i	i	19	i
O=C1CCC(C(=O)N2CCCCCCC2)CN1Cc1cccc(C(F)(F)F)c1 (stereo not given)	i	i	i	i	-0.7	i	i	i	i	16	i
O=C(O)CN(Cc1ccccc1)S(=O)(=O)c1ccc2c(c1)OCCO2	i	i	i	i	-0.2	i	i	i	i	14	i
Cn1[nH]c(=O)c(Cl)c(Cl)c1=O	i	i	i	i	-0.1	i	i	i	i	-2	i
COc1cccc(NC(=O)CN(C)C(=O)CNC(=O)c2ccc3ccccc3c2)c1	i	i	i	i	1.3	i	i	i	i	43	i
CON=C1CCN(c2ncc(C(F)(F)F)cc2Cl)CC1	i	i	i	i	-0.7	i	i	i	i	27	i
COC(=O)c1ccccc1NC(=O)C1CC(c2ccc(F)cc2)=NO1 (stereo not given)	i	i	i	i	0.5	i	i	i	i	16	i
Cc1ccccc1NC(=O)c1onc2c1CCCC2	i	i	i	i	2.3	i	i	i	i	6	i
COc1ccc(NC(=O)CCN2CCN(S(=O)(=O)c3ccc(OC)cc3)CC2)cc1	i	i	i	i	-1.2	i	i	i	i	7	i
COCCOc1ccc(C(F)(F)F)cc1N	i	i	i	i	0.4	i	i	i	i	25	i
CC(C)(C)c1ccc(CSc2nnc(-c3ccccc3NC(=O)c3ccccc3)o2)cc1	i	i	i	i	-0.3	i	i	i	i	24	i
CCc1ccc(C(=O)CN2C(=O)NC(C)(CCc3ccccc3)C2=O)cc1 (stereo not given)	i	i	i	i	0.8	i	i	i	i	19	i
Cc1cccc(C)c1NC(=O)CN1C(=O)COc2ccccc21	i	i	i	i	0.0	i	i	i	i	3	i
O=C(Nc1ncccn1)C1c2ccccc2Oc2ccccc21	i	i	i	i	0.4	i	i	i	i	4	i
Cc1noc(C)c1S(=O)(=O)N1CCC(C(=O)NCCN2CCC(C)CC2)CC1	i	i	i	i	-1.6	i	i	i	i	-1	i
CC(C)Sc1snnc1-c1ccccc1	i	i	i	i	-0.3	i	i	i	i	4	i
Cc1cc(C)cc(Nc2nc3ccc(C)cc3n3cnnc23)c1	i	i	i	i	0.3	i	i	i	i	7	i
N/C(=N\OC(=O)c1ccc(Br)o1)c1cccnc1	i	i	i	i	2.0	i	i	i	i	36	i
OCCN1CCN(c2ncnc3nc[nH]c23)CC1	i	i	i	i	0.1	i	i	i	i	14	i
Cc1ccc(NC(=O)CN(C)S(=O)(=O)c2cccc3cccnc23)cc1C	i	i	i	i	-0.4	i	i	i	i	12	i
COc1ccc(CC(=O)N[C@@H](CCSC)C(=O)N2CCC3(CC2)NCCc2[nH]cnc23)cc1	i	i	i	i	0.3	i	i	i	i	8	i
O=[N+]([O-])c1ccc2nc(CN3CCCCC3)[nH]c2c1	i	i	i	i	0.7	i	i	i	i	6	i
CCOC(=O)C1CCN(S(=O)(=O)c2cccc(-c3cn4cccnc4n3)c2)CC1	i	i	i	i	0.0	i	i	i	i	8	i
Cc1ccc(C(=O)NC(Cc2c[nH]c3ccccc23)C(=O)O)cc1 (stereo not given)	i	i	i	i	-0.1	i	i	i	i	9	i
COc1ccc(NS(=O)(=O)c2ccc(/C=C/C(=O)O)cc2)cc1S(=O)(=O)N1CCOCC1	i	i	i	i	1.7	i	i	i	i	25	i

The list goes on:
SMILES	TRPC4 PAM	MrgX1 ag	MrgX1 antagonist	TRPC4 block	HIF act	TRPC6 inhibitor	TRPC6 activator	PolyA inhibitor	TRPC4 agonist	AI-2 QS mod	MrgX1 PAM
CC(=O)N1CCN(Cc2nc(-c3cccc(Cl)c3)no2)CC1	i	i	i	i	0.4	i	i	i	i	11	i
O=[N+]([O-])c1cccc(-c2nnc(-c3ccccc3F)o2)c1	i	i	i	i	4.0	i	i	i	i	15	i
S=c1[nH]nc(Cn2cnc3ccccc32)n1-c1ccccc1Cl	i	i	i	i	2.3	i	i	i	i	5	i
CCNc1ccc(C(=O)OCC(=O)NC(=O)NCC(C)C)cc1[N+](=O)[O-]	i	i	i	i	-0.4	i	i	i	i	0	i
CCOc1ccccc1OCCCC(=O)Nc1sccc1C(N)=O	i	i	i	i	1.4	i	i	i	i	18	i
Cc1ccc(CC2CC(=O)N(CCc3ccc4c(c3)OCO4)C2=O)cc1 (stereo not given)	i	i	i	i	-0.2	i	i	i	i	-42	i
OCc1ccccc1CN1CCCCCC1	i	i	i	i	0.0	i	i	i	i	23	i
CN(/N=C/c1ccc(Cl)cc1)c1ncc(Cl)cc1C(F)(F)F	i	i	i	i	0.1	i	i	i	i	9	i
Cn1c(-c2ccc(F)cc2)cnc1NCc1ccccc1F	i	i	i	i	1.2	i	i	i	i	8	i
N#CC1=C(N)C(C#N)(C#N)[C@H](c2ccsc2)[C@H]2COCC=C12	i	i	i	i	-0.5	i	i	i	i	10	i
CCOC(=O)c1ccc(NC(=O)c2c(NCc3ccccc3)[nH]c(=O)[nH]c2=O)cc1	i	i	i	i	0.8	i	i	i	i	17	i
COc1cc(NC(=S)Nc2cccnc2)cc(OC)c1	i	i	i	i	1.3	i	i	i	i	-11	i
Cn1c(=O)c(N=O)c(N)n(Cc2ccccc2)c1=S	i	i	i	i	-0.5	i	i	i	i	22	i
CCOc1ccc(OCCC(=O)NNC(=O)c2cc(OC)c(OC)c(OC)c2)cc1	i	i	i	i	0.1	i	i	i	i	-3	i
CCN(CC)CCN(CC(=O)Nc1c(C)cc(C)cc1C)C(=O)c1ccccc1	i	i	i	i	0.4	i	i	/	i	5	i
COc1ccc(NC(=O)C2(c3ccc(NC(=O)c4ccc(OC)cc4)cc3)CCCC2)cc1	i	i	i	i	-0.4	i	i	i	i	10	i
O=Cc1cn(CC(=O)Nc2ccccc2)c2ccccc12	i	i	i	i	-0.1	i	i	i	i	3	i
CC1Cc2ccccc2N1C(=S)NC1CCCC1 (stereo not given)	i	i	i	i	0.7	i	i	i	i	15	i
Cc1cc(NC(=O)C(C)SCC(=O)Nc2ccccc2N2CCCC2)no1 (stereo not given)	i	i	-11*	i	-0.2	i	i	i	i	-9	i
CCCCNS(=O)(=O)c1ccc2nc(SCC(=O)Nc3cccc(F)c3)[nH]c2c1	i	i	i	i	-0.2	i	i	i	i	33	i
COC(=O)[C@@H]1CCCN1Cc1nc(Cc2ccccc2F)no1	i	i	i	i	1.2	i	i	i	i	7	i
COC(=O)c1c(C(=O)OC)c(-c2ccc(F)cc2)n2c1CSC2	i	i	i	i	-0.3	i	i	i	i	-9	i
CN(C)Cc1nc2c(c(=O)[nH]1)C1(CCCCC1)Cc1ccccc1-2	i	i	i	i	0.1	i	i	i	i	8	i
Cc1cccc(C)c1NC(=O)c1cc2c(=O)c3ccccc3oc2nc1C(F)(F)F	i	i	i	i	-1.4	i	i	i	i	2	i
CCOc1cc(/C=N/Nc2cc(C)nc(-n3nc(C)cc3C)n2)ccc1O	i	i	i	i	-0.4	i	i	i	i	13	i

Following part
SMILES	TRPC4 PAM	MrgX1 ag	MrgX1 antagonist	TRPC4 block	HIF act	TRPC6 inhibitor	TRPC6 activator	PolyA inhibitor	TRPC4 agonist	AI-2 QS mod	MrgX1 PAM
CC1(C)CC(=O)c2cc(C(=O)Nn3cnnc3)c(=O)n(-c3ccccc3)c2C1	i	i	i	i	-0.3	i	i	i	i	17	i
O=S(=O)(NCC1CC1)c1ccc(F)c(Cl)c1	i	i	i	i	-0.7	i	i	i	i	9	i
COc1ccccc1-n1c(Cc2cccs2)n[nH]c1=S	i	i	i	i	-0.1	i	i	i	i	13	i
N#Cc1c(NC(=O)CN2CCCCC2)sc2c1CCC2	i	i	i	i	0.3	i	i	i	i	6	i
Cc1cccc(-c2nc(CSCC(=O)N3CCN(c4ccccn4)CC3)c(C)o2)c1	i	i	-8*	i	-1.2	i	i	i	i	27	i
O=C(Nc1nnc(-c2ccc(Cl)cc2)o1)c1ccc(N2C(=O)CCC2=O)cc1	i	i	i	i	0.1	i	i	i	i	16	i
COC(=O)c1ccc(-n2c(C)ccc2-c2ccccc2)cc1	i	i	i	i	0.1	i	i	i	i	14	i
COc1ccc(/C=C/C(=O)NC(=S)NCCc2ccc(OC)c(OC)c2)cc1	i	i	i	i	-0.2	i	i	i	i	41	i
Cc1nn(C)c(C)c1CN(C)C(=O)C1c2ccccc2Oc2ccccc21	i	i	i	i	0.1	i	i	i	i	30	i
Cc1cccc(N2CCN(Cc3nc(-c4ccc(F)cc4F)oc3C)CC2)n1	i	i	i	i	-0.7	i	i	i	i	32	i
O=C(c1ccccc1C(=O)N1CCN(c2ccccc2F)CC1)N1CCN(c2ccccc2F)CC1	i	i	i	i	0.1	i	i	i	i	17	i
COC(=O)c1sc(NC(=O)C2c3ccccc3Oc3ccccc32)c(C(=O)OC)c1C	i	i	i	i	-0.3	i	i	i	i	13	i
CCOc1ccc(C(=O)CN2CCN(S(=O)(=O)c3ccc(Cl)cc3)CC2)cc1	i	i	i	i	/	i	i	i	i	17	i
COc1ccc(OCC(=O)NS(=O)(=O)c2ccccc2)cc1	i	i	i	i	0.0	i	i	i	i	10	i

The list is partial; rates above refer to the full screens.
